# Autophagy HCS = alters autophagy in cells. MEF GFP-LC3 puncta imaging; test concentration mostly 10 µM. calls only at 10 µM (by protocol). 190,000 tested, 0.98% active;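 active = percentage of spot-positive cells more than 3 SD above its plate mean, without a fluorescence outlier flag or 80% toxicity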;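 also: spot-positive cell cutoff set from DMSO-treated cells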
# Dynein cargo inh = dynein cargo transport inhibition; 3617.4 mouse cells, GR-EGFP nuclear translocation imaging; test concentration mostly 20 µM; stimulated with dexamethasone, 1 µM; active compounds read low; z-score, hits read low; 220,000 tested, 0.47% active;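 active = plate z-score of nuclear minus cytoplasmic receptor signal below a set negative limit, without overly bright fluorescence or cell loss, cut at about -3.5 in these data, passing the limit was not always enough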;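 also: z-score of nuclear minus cytoplasmic ring GR-EGFP intensity difference per well; some compounds called inactive have numbers as strong as hits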
#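 Also added – dexamethasone, 1.0 µM final · Buffer or medium – tet-free, stripped-serum medium · Schedule – induction 48 h, compound 1 h, agonist 30 min · Detection – formaldehyde fixation, Hoechst nuclear stain, 10x automated fluorescence imaging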
# Yfh1-depleted yeast = mitochondrial function rescue without frataxin homolog – Friedreich's ataxia, plus single-dose screen, dose response (AID 1465). S. cerevisiae Yfh1-off respiration, WST-1 reduction, 72 h; higher fold induction means a stronger effect. fold induction at 50 µM; hits with a dose series show EC50 in µM. 220,000 tested, 0.074% active;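 active = fold induction of absorbance versus untreated yeast above a set limit, then at least 30% activation at any dose in follow-up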;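 also: activators that raise dye reduction in frataxin-depleted yeast; strong numbers were not always called active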
# Ins promoter up = MIN6 insulin promoter up-regulation; MIN6 insulin promoter-GFP reporter, high-content imaging; active compounds read high; z-score at 5 µM; 190,000 tested, 0.3% active; AID 1625;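 active = z-score above 3 at 5 µM with at least 500 cells counted in the well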
# WT yeast gro inh = growth inhibition of WT yeast, mitochondrial fusion screen | mitochondrial fusion phenotypic screen, WT strain | inhibition, % at 10 µM | 190,000 tested, 2.1% active | AID 1362; in the data active = inhibition above about 58%; tested in S. cerevisiae
# HIV peptide binding = inhibitors of HIV fusion peptide binding, primary screen, biochemical, uHTS, fluorescence dequenching (AID 1986); 290,000 tested, 0.3% active; cell-free peptide binding, fluorescence dequenching, 30 min; higher % means a stronger effect; one-dose inhibition, % at 20 µM; IC50 in µM for titrated hits; in the data active = inhibition mostly above about 52%, no sharp cut-off; inactive = mostly below about 76%; also: some results filed as inactive read as strong as hits
# MT stabilizer = microtubule stabilization, imaging screen; HeLa tubulin immunostaining HCS, 24 h; share of cells brighter than vehicle mean+2SD; % tubulin-high responders, % at 10 µM; 200,000 tested, 0.83% active; AID 2205;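 active = plate Z-score above 3 for both tubulin-high and condensed-nucleus cell shares, with cell loss under 80%, at 10 µM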;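 also: anti alpha tubulin signal scored within the nucleus-defined area of each cell; some results filed as inactive read as strong as hits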
# b-catenin transl = modulators of beta-catenin nuclear translocation. HeLa beta-catenin nuclear translocation, immunofluorescence imaging. nuclear translocation activity, % at 5 µM. 190,000 tested, 0.3% active. AID 1665;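 active = nuclear translocation activity above 50% at 5 µM, with a well cell count of 50 or more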;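 also: per-cell ratio of nuclear to cytoplasmic median beta-catenin stain intensity; plate controls were DMSO negative control for no effect and GSK-3 inhibitor IX positive control for full effect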
#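 Test system: human HeLa cell line; Doses: 5 µM primary, 0.02–20 µM confirmation; Incubation: 24 h compound exposure, 37°C; Detection: beta-catenin immunofluorescence imaging with DAPI; Read-out: beta-catenin nuclear/cytoplasmic ratio, % activation.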
# AID2073 = disruptors of CaV2.2 binding to Mint1 – biochemical, HTRF (AID 2073) | HTRF protein-protein interaction, Mint1-CaV2.2; higher % means a stronger effect | one-dose inhibition, % at 20 µM; IC50 in µM for titrated hits | 290,000 tested, 0.19% active; in the data active = inhibition mostly above about 51%, no sharp cut-off; also: some results filed as inactive read as strong as hits
# WT yeast gro inh mutant strain = recorded beside WT yeast gro inh, whose call it bears; inhibition, %; mitochondrial fusion phenotypic screen, mutant strain inhibition
# Dynein cargo inh cytoplasmic EGFP = also measured in Dynein cargo inh; calls as there; z-score; measured here: cytoplasmic GR-EGFP intensity; active compounds read high
# Dynein cargo inh nuclear GR-EGFP = further read-out of Dynein cargo inh, marked with its call; z-score; measured here: nuclear GR-EGFP intensity;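 lower value marks the stronger effect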
# Dynein cargo inh cell count = second read-out of Dynein cargo inh, no call of its own (marks repeat the call); z-score; measured here: cell count per field
# Ins promoter up cell count = also measured in Ins promoter up; calls as there; cell count; measured here: cytotoxicity, nuclei count;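 total cells summed across four imaged fields per well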
# b-catenin transl cell count 5 µM = also measured in b-catenin transl; calls as there; cell count; measured here: cell count, cytotoxicity flag
# MT stabilizer Hoechst-high % = second read-out of MT stabilizer, no call of its own (marks repeat the call); % Hoechst-high responders; measured here: nuclear condensation Hoechst responders;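 share of cells brighter than vehicle mean plus two SD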
# MT stabilizer cytotoxicity % = second read-out of MT stabilizer, no call of its own (marks repeat the call); toxicity, %; measured here: cytotoxicity by cell density;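 0% = mean cell density of plate MIN control wells and 100% = no cells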
# Autophagy HCS cell loss 18 h = further read-out of Autophagy HCS, marked with its call; toxicity, %; measured here: cell loss, nuclei count;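 cell loss after 18 h compound exposure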
# Active calls of the source: *; i = inactive; nt = no result given.
SMILES,Autophagy HCS,Autophagy HCS cell loss 18 h,Dynein cargo inh,Dynein cargo inh cytoplasmic EGFP,Dynein cargo inh nuclear GR-EGFP,Dynein cargo inh cell count,Yfh1-depleted yeast,Ins promoter up,Ins promoter up cell count,WT yeast gro inh,WT yeast gro inh mutant strain,HIV peptide binding,MT stabilizer,MT stabilizer Hoechst-high %,MT stabilizer cytotoxicity %,b-catenin transl,b-catenin transl cell count 5 µM,AID2073
CCOC(=O)C1=C(c2ccccc2)OC(N)=C(C#N)C1C1CCCCC1 (stereo not drawn),i,5,-0.82,-0.29,-0.33,1.2,i,-0.64,867,-2,10,-1.3%,1.9,1.6,5.7,2.9,1159,-2%
Cc1ccc(C(=O)Nc2ccon2)cc1S(=O)(=O)N1CCCC1,i,8,-0.73,0.35,0.011,0.5,i,0.02,1010,-3,-18,-0.6%,1.4,0.8,3.2,0.6,1013,9%
COc1ccc(CCN=C(N)NS(=O)(=O)c2cccs2)cc1,i,6,-0.86,-0.2,-0.58,0.58,i,-0.09,1673,-15,5,-1.6%,2.0,1.7,11,-0.2,978,-4%
O=C1/C(=C\Nc2ccccc2)CCN1c1ncccn1,i,5,0.19,-0.26,-0.026,0.034,i,0.05,818,-42,-19,-0.4%,0.9,1.5,7.1,1.8,1027,2%
CCN(CC)C(=O)C(C)OC(=O)COc1ccc(Cl)cc1Cl (stereo not drawn),i,4,2,0.27,2.3,-3.5,i,0.23,1392,12,7,-1.1%,3.9,1.4,1.2,1.2,999,-9%
CCOc1ccccc1NC(=O)CSc1nnc(CNC(=O)c2ccco2)o1,i,-10,2.1,0.28,1.9,-0.31,i,0.2,983,-15,-3,-1.5%,2.4,1.2,11,-2.0,1186,9%
CNc1ccccc1C(C)(C)c1cc(-c2cccc([N+](=O)[O-])c2)no1,i,44,0.037,-0.36,0.29,-0.049,i,-0.35,1207,52,33,-0.2%,2.4,2.4,3.9,-0.4,1100,6%
O=C(NCC1CCCO1)C(C(=O)c1ccccc1)n1ccccc1=O (stereo not drawn),i,1,0.67,-0.26,0.8,-0.77,i,1.3,1070,12,22,-0.3%,4.9,3.2,9.5,0.7,1044,5%
CCOC(=O)c1c(NC(C)=O)sc2c(OCCN(CC)CC)c(Br)ccc12,i,-9,0.033,0.54,0.31,-0.82,i,nt,nt,32,20,-0.8%,2.9,1.8,0.6,0.1,852,-16%
COc1ccc(OCCCC(=O)Nc2nncs2)cc1,i,-2,-0.00042,-0.28,0.34,-0.33,i,0.66,1190,-3,-5,-1.1%,1.8,0.2,31,-2.3,1191,11%
NNC(=O)Cn1c2ccccc2c2ccccc21,nt,nt,-0.93,-0.25,-0.55,0.84,i,-0.61,1447,nt,nt,-1.5%,nt,nt,nt,-0.2,1282,4%
CC(=O)N1N=C(c2cccs2)CC1c1cccc([N+](=O)[O-])c1 (stereo not drawn),i,-22,0.62,0.27,0.67,-0.2,i,-0.03,1556,3,7,-0.8%,3.5,1.3,3.9,-0.1,843,-7%
CCc1nnc(NC(=O)C=C(C)C)s1,i,26,0.12,-0.26,-0.074,0.6,i,nt,nt,-11,0,2.0%,3.4,2.3,6.4,-3.7,1207,9%
CCOc1ccc(C2C(C(=O)c3ccco3)=C(O)C(=O)N2CCN(C)C)cc1 (stereo not drawn),i,-13,-0.23,-0.19,0.5,0.73,nt,nt,nt,17,18,-0.3%,3.5,1.5,7.6,3.8,1080,-4%
Cc1cccc(-c2nc3ccccc3c(=O)n2NC(=O)c2cccnc2Cl)c1,i,3,-0.94,-0.25,-0.3,1.5,i,0.73,1468,-7,7,0.4%,1.4,1.6,1.5,-1.8,1123,0%
Cc1ccc(/C=C2\CCCC3=C2NC(=S)NC3c2ccc(C)cc2)cc1 (stereo not drawn),i,-37,1.2,0.042,1.7,-1.7,i,nt,nt,10,0,9.5%,3.0,2.7,4.8,0.0,1012,-8%
COc1ccc(CCNC(=O)Cn2c(=O)n(-c3cc(F)ccc3F)c(=O)c3sccc32)cc1OC,i,14,0.24,-0.071,0.041,-0.37,i,-0.94,1653,-14,-8,0.4%,2.5,1.7,9.2,-5.4,1057,-7%
CCOc1cc(C(=O)NC)cc(Br)c1OCc1ccccc1,i,-5,0.94,-0.36,-0.16,-0.2,i,0.33,1257,6,-5,-0.7%,3.6,2.1,9.3,-1.8,1137,5%
CC(C)=CCN1CCN(Cc2cccnc2)CC1CCO (stereo not drawn),i,6,-0.54,-0.12,0.019,0.27,i,nt,nt,6,2,0.2%,0.6,0.4,6.1,0.0,1523,14%
CCOC(=O)C1=C(CP(=O)(c2ccccc2)c2ccccc2)NC(=O)NC1c1ccc(OC)cc1 (stereo not drawn),i,0,0.69,-0.18,0.51,-0.55,i,0.67,1599,-13,-7,-3.1%,1.8,3.0,10,-0.5,1023,-1%

# An excerpt from above in order of the WT yeast gro inh mutant strain value, rising.
structure	Dynein cargo inh	Dynein cargo inh cytoplasmic EGFP	Dynein cargo inh nuclear GR-EGFP	Dynein cargo inh cell count	WT yeast gro inh mutant strain	HIV peptide binding	MT stabilizer Hoechst-high %	AID2073
O=C1/C(=C\Nc2ccccc2)CCN1c1ncccn1	0.19	-0.26	-0.026	0.034	-19	-0.4%	1.5	2%
CCOC(=O)C1=C(CP(=O)(c2ccccc2)c2ccccc2)NC(=O)NC1c1ccc(OC)cc1 (stereo not drawn)	0.69	-0.18	0.51	-0.55	-7	-3.1%	3.0	-1%
CC(=O)N1N=C(c2cccs2)CC1c1cccc([N+](=O)[O-])c1 (stereo not drawn)	0.62	0.27	0.67	-0.2	7	-0.8%	1.3	-7%
O=C(NCC1CCCO1)C(C(=O)c1ccccc1)n1ccccc1=O (stereo not drawn)	0.67	-0.26	0.8	-0.77	22	-0.3%	3.2	5%

# Further entries.
SMILES,Autophagy HCS,Autophagy HCS cell loss 18 h,Dynein cargo inh,Dynein cargo inh cytoplasmic EGFP,Dynein cargo inh nuclear GR-EGFP,Dynein cargo inh cell count,Yfh1-depleted yeast,Ins promoter up,Ins promoter up cell count,WT yeast gro inh,WT yeast gro inh mutant strain,HIV peptide binding,MT stabilizer,MT stabilizer Hoechst-high %,MT stabilizer cytotoxicity %,b-catenin transl,b-catenin transl cell count 5 µM,AID2073
COc1ccc(Br)cc1C(=O)N/N=C/c1ccc([N+](=O)[O-])cc1,i,1,-0.21,-0.32,-0.087,0.63,i,0.37,1209,-4,3,-4.7%,1.5,1.6,3.8,3.3,1076,7%
Cc1ccccc1NC(=O)c1ccccc1NS(=O)(=O)c1cccc2cccnc12,i,0,-0.66,-0.22,-0.45,0.86,i,0.43,1326,20,-6,-0.1%,1.8,1.1,5.4,-3.3,1417,7%
Cc1ccc(-c2cc(C(=O)Nc3cc(C)on3)c3ccccc3n2)cc1,i,7,-0.21,-0.08,0.075,0.44,i,0.16,1340,0,-2,-1.1%,1.9,1.8,12,-1.3,998,17%
CCOC(=O)c1cn[nH]c1C(F)(F)F,nt,nt,-0.38,0.11,-0.19,0.94,i,-0.11,992,nt,nt,2.0%,nt,nt,nt,-0.5,1292,-14%
CCOC(=O)Cc1csc(NC(=O)CSc2nc(N)c3c(C)c(C)sc3n2)n1,i,1,0.024,-0.26,-0.1,0.63,i,nt,nt,4,-13,1.0%,1.2,1.4,7.6,0.7,1032,-5%
Cc1ccc(NC(=O)c2cc(-c3ccccc3)nn2-c2ccccc2)c(Br)c1,i,-4,1.5,0.16,1.4,-2,i,-1,1291,65*,2.9*,-2.2%,4.0,3.4,10,nt,nt,10%
COC(=O)c1cccc(C23CC4(C2)[C@H](CN(Cc2ccc(-c5ccccc5)cc2)[C@@H]4c2ccccc2)C3c2ccc(Cl)nc2)c1 (stereo partly drawn),nt,nt,0.93,-0.8,0.38,-0.17,i,0.62,938,nt,nt,1.2%,nt,nt,nt,1.8,1330,10%
COCCN1C=C2C(=O)C(C)(OC(=O)CCC(=O)OC)C(=O)C=C2C=C1C1CC1 (stereo not drawn),nt,nt,-0.4,-0.69,-0.025,-0.26,i,-1.3,1083,nt,nt,2.6%,nt,nt,nt,0.7,1205,2%
CC(=O)Nc1ccc(NS(=O)(=O)c2ccc(Cl)s2)cc1,i,11,2,-0.077,1.7,-1.5,i,-0.14,1493,2,-5,-0.9%,5.3,1.3,7.7,0.0,1447,1%
COc1ccc(NC(=S)N(CCc2c(C)[nH]c3ccccc23)Cc2cccnc2)cc1,i,6,-0.3,-0.12,0.82,0.3,nt,0.05,1267,-11,-11,-0.3%,3.6,3.2,1.1,-0.8,545,-14%
C=CCNC(=O)c1c2c(nc3ccccc13)-c1ccccc1CC2,i,-8,-0.99,-0.12,-0.53,0.82,i,4.5*,1578*,1,8,-1.2%,2.0,1.8,8.4,-2.5,1389,3%
Cc1ccc(C)c(S(=O)(=O)N2CCN(CC(=O)Nc3cc(C)on3)CC2)c1,i,-5,-0.68,-0.21,-0.19,0.71,i,-2.1,515,-6,-11,-0.7%,1.6,1.6,4.6,nt,nt,-1%
COc1ccc(/C=C/C(=O)N(c2ccccn2)C2CCCCC2)cc1OC,i,-1,2.1,-0.25,1.3,-1.7,i,-1.1,1241,-1,6,0.0%,6.3,2.3,11,0.6,1074,2%
COc1cc(/C=N/Nc2nc3c(c(=O)n(C)c(=O)n3C)n2Cc2ccccc2)ccc1OC(=O)c1ccco1,i,-1,-1.8,-0.28,-1,1.6,i,-0.46,1049,13,-10,-2.9%,1.5,4.0,5.1,-2.0,1091,48%
O=C(CCC(=O)c1ccccc1)NCCc1c[nH]c2ccccc12,i,7,-0.28,-0.29,-0.18,-0.37,i,-0.03,1338,4,18,0.8%,2.7,3.5,3.5,nt,nt,5%

# Source: PubChem
